ADAM17 inh: inhibits human ADAM17 | recombinant ADAM17, EDANS/DABCYL FRET peptide cleavage | 370,000 tested, 0.83% active | inhibition, % at 6.95 µM | P78536;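 active = inhibition above the mean of compounds lying between control limits plus 3 SD, set per campaign, cut at about 8.5% in these data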;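 note: 0% = DMSO-only wells as the low control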
Target sequence (P78536 215-824 limits assumed): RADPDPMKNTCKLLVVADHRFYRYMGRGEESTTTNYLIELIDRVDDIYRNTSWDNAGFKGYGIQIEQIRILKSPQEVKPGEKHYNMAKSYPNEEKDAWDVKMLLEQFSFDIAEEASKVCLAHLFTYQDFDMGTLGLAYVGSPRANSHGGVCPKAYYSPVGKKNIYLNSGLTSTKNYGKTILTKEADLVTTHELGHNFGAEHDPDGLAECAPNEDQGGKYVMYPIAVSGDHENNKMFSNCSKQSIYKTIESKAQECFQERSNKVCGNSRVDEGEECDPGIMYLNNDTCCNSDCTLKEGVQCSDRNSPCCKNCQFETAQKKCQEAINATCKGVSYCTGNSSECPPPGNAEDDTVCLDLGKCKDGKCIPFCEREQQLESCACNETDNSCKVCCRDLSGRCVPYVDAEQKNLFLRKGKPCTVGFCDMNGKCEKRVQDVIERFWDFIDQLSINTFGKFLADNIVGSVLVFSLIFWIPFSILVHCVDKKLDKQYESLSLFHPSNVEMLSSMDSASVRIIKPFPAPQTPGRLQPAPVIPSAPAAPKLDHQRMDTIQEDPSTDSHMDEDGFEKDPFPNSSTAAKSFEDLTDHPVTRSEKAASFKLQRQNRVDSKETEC
PG9 Ab binder: binds the HIV-1 gp120 antibody PG9; TR-FRET gp120-PG9 antibody binding; inhibition, % at 6.7 µM; 360,000 tested, 0.43% active; AID 624416; in the data active = inhibition above about 8.5%
ADAM10 inh: inhibits human ADAM10. inhibition, % at 7 µM. 370,000 tested, 0.62% active. O14672. recombinant ADAM10, EDANS/DABCYL FRET peptide cleavage, 3 h;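 active = inhibition above a per-campaign cutoff equal to the mean of compounds falling between control-based bounds plus 3 SD, cut at about 20% in these data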;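 note: 0% = DMSO wells while the 100% control is not disclosed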
DAX1 inh-1: inhibitors of human orphan nuclear receptor DAX1 (NR0B1); inhibition, % at 6.75 µM; HEK293 Gal4-DAX1 luciferase reporter, luminescence; AID 504766; P51843; 340,000 tested, 0.99% active;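 active = inhibition above the mean over all tested compounds plus 3 SD, cut at about 4.2% in these data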;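 note: 0% = DAX1-transfected cells with DMSO and 100% = empty-vector control cells with DMSO; inhibition shows as a rise in luminescence from relieved DAX1 repression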
Target sequence (P51843 207-470 limits assumed): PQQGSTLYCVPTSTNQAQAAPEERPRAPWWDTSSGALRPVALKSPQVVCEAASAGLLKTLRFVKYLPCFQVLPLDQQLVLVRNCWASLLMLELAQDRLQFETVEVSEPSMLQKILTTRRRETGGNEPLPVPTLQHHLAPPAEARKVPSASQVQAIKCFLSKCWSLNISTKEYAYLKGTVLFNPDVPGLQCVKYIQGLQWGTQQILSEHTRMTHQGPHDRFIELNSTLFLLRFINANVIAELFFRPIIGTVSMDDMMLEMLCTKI
hcDAF12 agonist: activators of H. contortus DAF-12 nuclear receptor. HEK293 hcDAF-12 lit1-tk-luc reporter, luminescence; 0% DMSO, 100% Δ7-dafachronic acid. AID 652067. activation, % at 6.8 µM. 370,000 tested, 1.4% active;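 active = activation above the mean of all tested compounds plus 3 SD, cut at about 5.5% in these data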;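 note: 100% = response to 3 µM Δ7-dafachronic acid high control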
GAA850 FXN act: increases GAA850 frataxin promoter reporter activity. 360,000 tested, 0.56% active. activation, % at 6 µM. HEK293 lucGAA850 FXN promoter luciferase reporter, 24 h; percent of 10 µM SAHA response;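 active = activation above the average of all compounds screened plus 3 SD, cutoff fixed separately per campaign, cut at about 7.5% in these data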;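 note: 0% = DMSO wells and 100% = 10 µM SAHA wells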
DAX1 inh-2: blocks DAX1 repression of SF-1 activated StAR promoter. HEK293T StAR-luciferase reporter, SF-1/DAX-1 repression relief. inhibition, % at 6.8 µM. 370,000 tested, 1.1% active. AID 652010;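 active = inhibition above the mean over all tested compounds plus 3 SD, cut at about 3.6% in these data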;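 note: 0% = DAX-1 cells with DMSO and 100% = cells lacking DAX-1 with DMSO; higher inhibition means more luminescence from relief of DAX-1 repression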
hgDAF12 agonist: activates the H. glycines DAF-12 receptor ligand-binding domain | HEK293 GAL4-hgDAF12 UAS-luciferase reporter, agonist luminescence; normalized to butyrate control | activation, % at 6.8 µM | 370,000 tested, 1.8% active;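 active = activation above a cutoff set at the mean of all screened compounds plus 3 SD, cut at about 10% in these data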;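 note: 0% = DMSO wells and 100% = sodium butyrate wells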
ssDAF-12 act: S. stercoralis DAF-12 activation, primary screen; HEK293 ssDAF-12/GRIP1 lit1-tk-luc reporter, luminescence; % of 3 µM dafachronic acid response; activation, % at 6.8 µM; 370,000 tested, 1% active;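 active = activation above the mean over all tested compounds plus 3 SD, cut at about 0.9% in these data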;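 note: 0% = DMSO-only wells and 100% = 3 µM delta7-dafachronic acid wells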
SMARCA2 activ: SMARCA2 function activation, primary screen. MG213 cells, MMTV-luciferase reporter, dexamethasone, overnight. activation, % at 9.1 µM. 370,000 tested, 1% active. AID 652017; in the data active = activation above about 7.8%;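 note: 0% = vehicle wells and 100% = reference activator wells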
GC-A act: GC-A (human) enzyme activation. P16066. HEK293 GC-A cells, cGMP TR-FRET, EC30 ANP; 0% at EC30 ANP, 100% saturating ANP. activation, % at 10 µM. 370,000 tested, 0.14% active. AID 1671463; in the data active = activation above about 40%
* marks the source's active call; other numbers are inactive results; i = inactive; / = no result given. The order is random. About 6.8% of those tested had a hit in this group.

SMILES	ADAM17 inh	PG9 Ab binder	ADAM10 inh	DAX1 inh-1	hcDAF12 agonist	GAA850 FXN act	DAX1 inh-2	hgDAF12 agonist	ssDAF-12 act	SMARCA2 activ	GC-A act
Nc1nnc(SCC(=O)c2ccco2)s1	1	-1.0	0	0.2	0.8	2.2	0.2	-0.6	-0.7	-3	-4
O=C(/C=C/c1ccccc1)Nc1cccnc1Oc1ccccc1F	4	0.6	10	0.4	1.1	4.3	-0.2	2.5	-1.5	2	2
Cc1cc(NC(=O)C(C)SCC(=O)Nc2nnc(CC(C)C)s2)no1 (stereo not drawn)	1	0.3	82*	0.6	-0.6	0.5	3.6*	1.1	-1.2	-3	0
Cc1cccc(C)c1NC(=S)NNc1ncc(C(F)(F)F)cc1Cl	0	-0.9	12	-0.5	-0.7	0.4	-0.2	3.5	-1.4	-2	-1
Cc1cc(C)c(S(=O)(=O)N2CCCCCC2)cc1Br	-2	-0.1	-2	0.4	-1.8	1.8	-0.5	1.1	-1.3	-4	-3
Cc1ccc(-c2cc(C(=O)NN=Cc3ccc(F)cc3)[nH]n2)cc1C	0	/	-2	/	0.2	/	-1.0	11*	-1.2	-4	2
Cc1ccc(SCC(=O)NCc2ccccc2C)cc1	-2	-0.1	1	0.1	-0.5	0.9	-0.5	1.4	-1.3	-3	1
CCCc1cc(=O)[nH]c(/N=C(\N)Nc2ccccc2)n1	0	0.2	-2	0.3	1.2	2.0	-0.7	0.7	-1.0	-3	0
COc1ccc(C2(c3ccc(OC)cc3)NC(=O)N(CC(=O)N(C)C3CCC(C)CC3)C2=O)cc1 (stereo not drawn)	6	-0.1	10	-0.5	-2.0	2.0	1.0	1.1	-1.2	-1	-1
COC(=O)c1cccc(NC(=O)c2ccc3c(c2)C(=O)N(Cc2cccnc2)C3=O)c1	4	-1.8	3	0.2	1.9	1.3	2.3	1.9	-0.5	-1	3
Cc1ccc(C(=O)OCC(=O)Nc2cccc(S(=O)(=O)NC3=NCCCCC3)c2)c(C)c1	1	-1.2	-1	-1.4	-0.8	-0.2	-0.1	4.6	-1.6	-2	4
O=C(CN1C(=O)c2ccccc2C1=O)Nc1sc2c(c1C(=O)NCc1ccco1)CCCC2	-2	-2.1	-3	-0.4	-0.8	-0.2	-0.2	0.1	-0.8	-2	13
Cn1c(SCC(=O)Nc2ccccc2)nc2c([nH]c3ccccc32)c1=O	1	8.8*	8	0.1	0.5	-2.4	-0.4	0.6	-1.4	1	35
COc1ccccc1CNS(=O)(=O)c1cc(C(=O)NCc2ccccn2)c(Cl)cc1Cl	-2	-1.7	-6	-0.3	-1.4	0.6	-1.0	-0.3	-1.1	0	0
O=C(CSc1nnc(CNC(=O)c2ccco2)o1)c1ccc(Cl)cc1	-6	0.9	-13	-0.8	-3.2	-1.8	-0.9	-2.9	-1.1	-3	8

Two records picked at random from the list so far, as already listed:
SMILES	ADAM17 inh	PG9 Ab binder	ADAM10 inh	DAX1 inh-1	hcDAF12 agonist	GAA850 FXN act	DAX1 inh-2	hgDAF12 agonist	ssDAF-12 act	SMARCA2 activ	GC-A act
CCCc1cc(=O)[nH]c(/N=C(\N)Nc2ccccc2)n1	0	0.2	-2	0.3	1.2	2.0	-0.7	0.7	-1.0	-3	0
COc1ccc(C2(c3ccc(OC)cc3)NC(=O)N(CC(=O)N(C)C3CCC(C)CC3)C2=O)cc1 (stereo not drawn)	6	-0.1	10	-0.5	-2.0	2.0	1.0	1.1	-1.2	-1	-1

Next part
SMILES	ADAM17 inh	PG9 Ab binder	ADAM10 inh	DAX1 inh-1	hcDAF12 agonist	GAA850 FXN act	DAX1 inh-2	hgDAF12 agonist	ssDAF-12 act	SMARCA2 activ	GC-A act
O=C(Nc1nnc(-c2ccc(Cl)s2)o1)C1CCCCC1	3	0.0	-3	0.0	1.1	-1.3	0.4	-0.1	-1.5	-3	4
CCOc1ccc2nc(NCCNC(=O)C(C)C)c(C)cc2c1	-157	-0.4	-449	-0.8	-0.1	2.5	0.3	1.7	-0.8	-2	9
Cn1c(SCC(=O)c2ccc(F)cc2)nnc1-c1cccnc1	0	-3.2	1	1.2	-2.7	0.7	-0.3	2.4	-1.9	1	4
CCCCN(CCCC)S(=O)(=O)c1ccc(NC(=O)c2cccs2)cc1	12*	0.4	16	-1.2	-2.6	0.5	-1.5	-0.4	-1.8	-3	1
Cc1[nH]c2ccccc2c1C(=O)C(=O)N1c2ccccc2CC1C (stereo not drawn)	-4	-2.6	-7	-0.3	-3.0	-1.6	-2.9	-4.6	-0.9	-4	-9
Cn1nccc1C(=O)Nc1ccc(Cl)cc1	-8	-1.2	1	-0.1	0.1	0.6	0.8	1.4	-0.4	2	-1
CC(=O)N1N=C(c2ccncc2)OC12CCCCCC2	-75	0.6	-263	-0.6	2.5	1.2	-0.6	-0.5	-1.1	-1	-2
O=C(c1cc2cc([N+](=O)[O-])ccc2oc1=O)N1CCN(c2ncccn2)CC1	-3	-1.1	-3	0.4	-0.1	-1.4	1.0	-0.2	-1.1	-2	1
CC(Oc1ccc(F)cc1F)C(=O)/C=C/N(C)C (stereo not drawn)	-2	-2.8	-3	-0.6	-1.9	0.1	-0.8	-0.9	-1.4	1	4
O=C(O)CCc1nn2c3ccccc3n(Cc3ccccc3F)c2nc1=O	-99	0.3	-285	-0.8	-0.4	3.3	0.3	-0.3	-0.6	-2	-3
Cc1ccc2c(c1)C(CS(=O)(=O)NCC(C)C)NC2 (stereo not drawn)	1	/	-4	/	1.0	/	-0.7	-1.2	-0.7	-2	1
CC1CCN(S(=O)(=O)c2cccc(C(=O)N(C)C3(C)CCS(=O)(=O)C3)c2)CC1 (stereo not drawn)	0	-1.7	5	1.7	-2.2	1.2	0.1	0.0	-0.6	-3	4
Cc1noc(C)c1S(=O)(=O)N1CCN(c2ccccc2)CC1	2	-0.2	7	0.7	-3.1	3.1	-0.1	0.7	-0.9	7	-2
CCOC(=O)c1[nH]c2ccc(OCC)cc2c1NC(=O)CN1CCN(c2ccccn2)CC1	-24	-1.1	-88	2.7	-2.4	1.3	-0.7	-2.8	-1.1	0	2
CN1CCC(OC(c2ccccc2)c2ccccc2)CC1	-7	0.8	-1	-0.9	-0.3	-2.4	1.3	-1.1	-0.9	-4	-8
CNC(=O)c1cc2c(s1)-c1ccccc1CC2	i	1.9	i	0.9	3.1	6.5	1.7	10	-0.2	1	-7
O=S(=O)(c1ccccc1)N1N=C(c2ccc(Cl)cc2)CC1c1ccco1 (stereo not drawn)	2	-0.6	7	-2.1	-2.5	-0.2	-2.6	-0.6	-1.3	-2	-3
Cc1cccc(C)c1Nc1c(-c2ccccc2O)nc2ncccn12	-3	-1.6	5	-0.2	-0.7	0.4	-0.4	2.9	-1.4	-2	-6
CCCCCCn1nc(C(=O)OCC(=O)NC2CCS(=O)(=O)C2)c2ccccc2c1=O (stereo not drawn)	-4	0.9	-6	-0.4	-1.6	-1.2	-0.1	0.0	-2.0	1	-2
O=C(Cn1cnc2ccccc2c1=O)Nc1cccc(S(=O)(=O)N2CCCCC2)c1	-1	0.5	-2	-0.5	-1.8	1.5	-0.9	-4.3	-1.6	-5	-5
COc1ccc(-c2cc(C(F)(F)F)n3ncc(C(=O)O)c3n2)cc1OC	-4	-0.4	-15	0.3	0.0	1.8	0.1	2.1	-1.3	6	0
COc1ccc(OCCC(=O)N2CCCCC2)cc1	2	-2.3	-6	-0.3	0.2	4.7	0.3	3.5	-0.3	0	0
Cc1cc(-n2nc(C)cc2C)n2nc(C)c(-c3ccc(Cl)cc3)c2n1	-2	-1.4	8	0.6	-1.6	2.5	0.2	2.1	-0.8	-2	2
COC(=O)c1cc(NC(=O)c2nn(C)c(=O)c3ccccc23)cc(C(=O)OC)c1	3	-1.3	-6	-0.2	-1.1	0.1	-0.5	-3.7	-1.9	3	-3
CCOc1ccc(CNC(=O)c2ccc(Sc3ccc(Cl)cc3)c(NC(C)=O)c2)cc1OC	4	-3.2	5	0.5	-5.4	0.1	-1.4	-3.6	-2.4	-5	5
COc1ccccc1OCCNC(=O)C1CC(=O)N(c2ccc3c(c2)OCCO3)C1 (stereo not drawn)	-1	1.2	-7	0.6	-1.8	-2.0	1.2	-1.7	-1.1	-1	-4
O=C(COC(=O)C1COc2ccccc2O1)c1ccccc1 (stereo not drawn)	-2	-0.3	-5	1.8	0.1	0.8	-1.4	-1.8	-0.8	4	10
OCCNc1nc(-c2ccccc2)c2cc(Cl)ccc2n1	-159	-1.4	-440	-0.3	-1.4	5.2	-0.1	-1.4	-1.4	1	-13
O=C(NC1CCN(Cc2ccccc2)CC1)c1c(Cl)cccc1Cl	-2	0.2	-2	-0.9	-2.1	6.0	-0.4	-0.9	-1.4	-3	-1
CC(=O)Nc1ccc(S(=O)(=O)N(CC(=O)NCC2CCCO2)Cc2ccccc2Cl)cc1 (stereo not drawn)	-4	-0.7	2	0.4	-0.7	-2.6	0.0	-1.7	-1.0	5	3
Cc1ccc2c(c1)CN1CN2Cc2cc(C)ccc21	-5	-0.5	-8	0.1	-1.0	1.4	0.7	0.2	-1.7	-2	-17
CCOc1ccc(C2=CSC3=NCCN23)cc1Cl	-3	-0.2	-5	1.6	0.5	0.1	-0.1	1.3	-1.4	-4	3
CCOC(=O)c1cc(C(=O)c2cc(Cl)ccc2O)coc1=N	-47	-3.3	-156	0.2	-1.5	0.3	0.9	0.6	-0.5	0	-6
CCOC(=O)CSc1nc2ccc(N)cc2s1	-4	-0.6	1	-1.0	0.6	-0.9	-0.5	-1.9	0.3	-1	-2
O=C(CCn1c(SCC(=O)c2ccccc2)nc2ccccc2c1=O)NCc1ccc(F)cc1	-2	1.4	5	-0.3	1.7	1.2	-0.4	-1.9	-0.5	1	4
O=C(Cc1cccc(F)c1F)NC1CCCN(Cc2ccc(Cl)cc2)C1 (stereo not drawn)	-3	-0.6	7	-0.5	1.6	-0.3	0.0	0.1	-0.9	-3	-1
CCN(CC)S(=O)(=O)c1ccc2oc(C(=O)O)c(C)c2c1	-3	-0.5	0	-0.4	-2.0	1.7	0.1	1.3	0.2	0	-4
CCNC(=O)C1(C)CCN1CCS(=O)(=O)c1ccc(C)cc1 (stereo not drawn)	4	-1.0	7	/	-0.8	1.6	0.8	0.7	-0.8	-3	0
O=C(Nc1ccon1)c1nc[nH]c1C(=O)NCc1ccccc1	1	-1.1	2	-0.9	-1.2	0.9	0.1	-3.0	-2.1	2	0
CCCCCN1CCCCC(NC(=O)C(C)(C)C)C1=O (stereo not drawn)	-5	/	-7	/	-2.2	/	-0.8	-2.2	-1.6	-2	3
COc1ccc(C(=O)CSc2cc(C)[nH]c(=O)n2)cc1	0	-2.3	-14	1.0	4.7	2.4	3.7*	14*	0.9	8	0
CCN1CCN(C(=O)CN(C)S(=O)(=O)c2ccc3ccccc3c2)CC1	-1	-0.6	4	-0.5	-1.0	3.7	0.1	1.5	-1.4	2	0
Cc1nc(CNC(=O)CC2C(=O)NCCN2Cc2ccoc2)nc2c1CCCC2 (stereo not drawn)	-5	-0.5	-4	1.7	-1.0	2.4	-0.3	-0.8	-1.1	-1	1
O=c1c2cc3cc(Cl)ccc3nc2ncn1Cc1ccc(Oc2ccccc2)cc1	-4	/	-5	/	5.9*	/	-0.9	-0.8	-0.6	-4	-1
COc1ccccc1C(CC(=O)c1ccccc1)CC(=O)c1ccccc1	1	-3.0	5	0.1	-0.8	2.5	0.2	-0.5	-1.8	-3	-4

Screens (PubChem)
